MazEF act = MazEF (E. coli) toxin RNase activation. actives 0.32% (n = 350,000). activation, % at 20 µM. FAM/BHQ RNA-DNA oligo cleavage fluorescence, 5 h; in the data active = activation above about 50%
Target sequence (P0AE70 whole entry, looked up): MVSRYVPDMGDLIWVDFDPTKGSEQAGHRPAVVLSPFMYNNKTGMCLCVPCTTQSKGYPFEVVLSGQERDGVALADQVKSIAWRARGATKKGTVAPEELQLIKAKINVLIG
FadD28 FP inh = inhibitors of Mycobacterium tuberculosis FadD28 bisubstrate binding; FadD28 bisubstrate probe binding, fluorescence polarization; inhibition, % at 12.5 µM; AID 588549; actives 0.22% (n = 360,000); in the data active = inhibition above about 8.5%, passing the limit was not always enough; inconclusive = no clear call, values can overlap the other calls
GDH-TPI inh = GDH-TPI coupled enzyme inhibition counter-screen; actives 1.2% (n = 360,000); GDH-TPI coupled enzyme counterscreen, NADH absorbance; AID 588335; inhibition, % at 4.8 µM;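 note: 0% = DMSO wells and 100% = wells lacking the enzyme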
Rv3671c inh = inhibits the M. tuberculosis serine protease Rv3671c. P9WHR9. inhibition, % at 5.96 µM. actives 0.048% (n = 320,000). AID 2606; in the data active = inhibition above about 38%;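 note: extracellular domain of Rv3671c used as enzyme; 0% = enzyme with DMSO and 100% = no enzyme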
Target sequence (P9WHR9 whole entry, looked up, the tested form may be a part): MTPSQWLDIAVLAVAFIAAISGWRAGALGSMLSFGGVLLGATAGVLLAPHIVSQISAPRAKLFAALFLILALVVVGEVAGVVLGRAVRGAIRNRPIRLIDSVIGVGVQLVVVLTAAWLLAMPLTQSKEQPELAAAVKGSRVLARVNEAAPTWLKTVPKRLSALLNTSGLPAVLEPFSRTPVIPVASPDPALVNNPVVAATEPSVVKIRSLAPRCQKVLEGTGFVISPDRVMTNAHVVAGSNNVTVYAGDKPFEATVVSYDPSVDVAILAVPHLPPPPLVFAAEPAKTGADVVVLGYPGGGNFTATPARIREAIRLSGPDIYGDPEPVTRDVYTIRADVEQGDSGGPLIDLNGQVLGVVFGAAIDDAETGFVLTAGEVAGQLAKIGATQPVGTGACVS
CCHF vOTU inh = CCHFV vOTU protease inhibition; Pep-AMC fluorescence; inhibition, % at 11.5 µM; actives 0.55% (n = 370,000); note: 0% = vehicle wells with enzyme and 100% = no enzyme wells
BioA inh = blocks M. tuberculosis BioA enzyme activity; inhibition, % at 9.99 µM; purified M. tuberculosis BioA enzyme, plate reader; actives 0.096% (n = 360,000); in the data active = inhibition above about 40%; inconclusive = no clear call, values can overlap the other calls
Mtb FBA inh = Mtb fructose-bisphosphate aldolase inhibition; AID 588726; P9WQA3; actives 2.3% (n = 360,000); purified M. tuberculosis FBA, fluorescence read-out; inhibition, % at 1 µM; in the data active = inhibition above about 27%;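 note: 0% = vehicle and 100% = reference inhibitor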
Target sequence (P9WQA3 whole entry, looked up): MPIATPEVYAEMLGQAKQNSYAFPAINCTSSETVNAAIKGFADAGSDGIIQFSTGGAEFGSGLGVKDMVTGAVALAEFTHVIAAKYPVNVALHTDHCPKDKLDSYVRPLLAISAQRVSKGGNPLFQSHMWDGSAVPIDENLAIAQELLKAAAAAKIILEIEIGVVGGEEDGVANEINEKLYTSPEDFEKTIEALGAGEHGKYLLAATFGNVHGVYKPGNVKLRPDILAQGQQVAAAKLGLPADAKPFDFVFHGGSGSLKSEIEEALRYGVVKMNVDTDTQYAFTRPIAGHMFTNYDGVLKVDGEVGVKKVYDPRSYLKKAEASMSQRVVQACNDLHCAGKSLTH
DUSP3 inh = inhibitors of human VHR1 phosphatase (DUSP3). P51452. recombinant VHR phosphatase, pNPP absorbance. inhibition, % at 13.3 µM. actives 0.52% (n = 290,000); in the data active = inhibition above about 50%; note: some compounds called inactive have numbers as strong as hits
Target sequence (P51452 whole entry, looked up): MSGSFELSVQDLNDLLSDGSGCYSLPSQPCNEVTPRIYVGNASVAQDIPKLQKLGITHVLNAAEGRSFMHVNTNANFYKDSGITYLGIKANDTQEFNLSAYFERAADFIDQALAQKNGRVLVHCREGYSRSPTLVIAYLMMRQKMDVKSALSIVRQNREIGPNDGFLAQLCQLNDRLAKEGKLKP
UGM FP inh = Mtb UDP-galactopyranose mutase inhibition; P9WIQ1; purified UGM, fluorescence polarization probe displacement; actives 0.06% (n = 320,000); AID 504406; inhibition, % at 10 µM; in the data active = inhibition above about 10%, passing the limit was not always enough; inconclusive = no clear call, values can overlap the other calls
BoNT-F LC inh = blocks Botulinum neurotoxin F light chain protease; Multiplex microsphere protease cleavage assay, flow cytometry; inhibition, % at 10 µM; actives 0.22% (n = 360,000); AID 588497; in the data active = inhibition above about 35%, passing the limit was not always enough; inconclusive = no clear call, values can overlap the other calls; note: plate controls were buffer without enzyme for full effect and enzyme alone for no effect
Numbers without * were called inactive; ? = inconclusive; nt = no result given. Cut-off read from the data, not from the text of the source, unless noted: active = inhibition above about 30%; inactive = the rest. Not a hit list; 4.9% or so of the library scored in one or more.

SMILES	MazEF act	FadD28 FP inh	GDH-TPI inh	Rv3671c inh	CCHF vOTU inh	BioA inh	Mtb FBA inh	DUSP3 inh	UGM FP inh	BoNT-F LC inh
O=C(CCN1C(=O)c2ccccc2C1=O)C1=NN[C@@H]2C(=O)N(c3ccc(F)cc3)C(=O)[C@H]12	7	1.7	2	2	-8	nt	3	2	0.0	2
NC(=O)Cn1cc(C(=O)c2cccs2)c2ccccc21	2	-1.7	18	-4	3	-1.9	1	19	1.9	-7
NC(=O)Cn1c(=O)n(CCC(=O)NCCSCc2ccccc2)c(=O)c2ccccc21	1	0.0	6	-8	-13	nt	1	12	-0.2	2
Cc1cc(C)cc(C(=O)NC2CC(C)(C)NC(C)(C)C2)c1	4	-0.6	1	6	4	-0.2	-2	0	2.0	-4
COc1cc(/C(C)=N\NC(=O)CSc2nc3ccccc3n2C)ccc1O	-1	-1.8	10	-1	12	0.6	0	13	-0.6	2
O=C(O)C1CCCCN1C(=O)c1ccc(S(=O)(=O)N2CCCCCC2)cc1 (stereo not given)	2	0.7	0	1	0	-0.7	3	nt	-2.0	10
CCCC(=O)N1CCC1(C)C(=O)NS(=O)(=O)c1ccc(C(C)(C)C)cc1 (stereo not given)	nt	0.2	3	nt	0	-1.4	5	nt	nt	-4
COc1ccccc1NC(=O)Cn1cnc2c(oc3ccccc32)c1=O	3	-0.1	2	2	2	0.3	-2	25	1.4	-1
CN1CCN(C2CCCCC2NS(=O)(=O)c2ccc(Cl)cc2)CC1 (stereo not given)	13	0.3	-12	3	nt	-0.8	1	16	-1.7	3
O=C(NCCN1CCN(c2ccccc2)CC1)c1ccccc1F	4	1.4	5	-3	-5	2.6	1	-16	2.2	-15
Cc1ccc2c(c1)nnn2C1CCN(CC(=O)c2ccc(Cl)cc2)CC1	-1	-0.7	4	-4	4	1.1	1	7	1.4	-7
CC(=O)Nc1ccc(NC(=O)C2C3C=CC(C3)C2C(=O)O)cc1 (stereo not given)	8	-0.2	-4	7	5	0.3	0	-20	-0.4	-9
COc1ccc2[nH]c(C)c(CCN(Cc3cccs3)C(=S)Nc3ccc(F)cc3)c2c1	-43	1.0	6	8	nt	-4.3	5	-2	5.9	-9
c1ccc(Oc2nc(Oc3ccccc3)nc(N3CCOCC3)n2)cc1	6	-4.2	4	-8	0	0.5	-7	7	0.1	-2
COc1ccc(OCc2cc(C(=O)N3CCN(CC(=O)N(C)C)CC3)no2)c(Cl)c1	-33	-0.9	-1	1	2	-2.2	2	-26	1.4	2
Cc1ccc(-c2n[nH]c3c2C(c2cccc(O)c2)N(c2ccc(C(=O)O)cc2)C3=O)cc1 (stereo not given)	-3	-24	-4	-24	5	nt	-2	10	4.1	0
COc1ccc(Cc2nc3ccc(C(=O)N(C)CCCN4CCOCC4)cc3o2)cc1	0	-1.4	-4	4	12	-0.6	-1	-6	-0.3	-2
O=C(Nc1nccs1)C1CCCN1S(=O)(=O)c1cccc2cccnc12 (stereo not given)	10	-2.3	13	-3	1	15	-1	56*	0.4	-3
CCn1nc(C)c(NC(=O)/C=C/c2ccc(OC)c(COc3ccc(Cl)cc3Br)c2)c1C	-29	-0.2	3	-8	-5	-1.5	1	40	-2.3	-6
Cc1cc(SCc2ccccc2Cl)nc(=O)[nH]1	-2	-1.5	-4	-6	-3	-0.5	2	13	2.5	6
CCN(CC)CC(=O)NN(Cc1ccccc1)c1ccccc1	2	-0.5	2	9	-5	nt	-4	25	2.2	?
Cc1ccc(OCC(=O)NCCN2CCN(C(=O)COc3ccc(C)cc3)CC2)cc1	10	-1.2	-2	-1	1	nt	4	13	0.1	-8
O=C(O)Cn1cnc2ccccc2c1=O	-2	-1.6	3	2	-7	-1.3	-1	4	-0.1	-1
Cc1ccc(NC(=O)CSCC(=O)NC2CCCCC2)cc1	0	1.1	11	-13	-20	nt	1	5	5.4	0
CCCCn1c(O)c(/C=C/C=Nc2ccccc2)c(=O)[nH]c1=O	-51	-0.4	23	3	16	-1.0	-13	48	1.1	-2
O=C(Cn1nnc(-c2ccncc2)n1)NCCc1ccccc1	-1	-3.4	14	-9	1	0.5	-6	13	1.4	-6
S=c1[nH]nc(C2CCCCC2)n1/N=C/c1cccs1	5	2.1	7	-4	0	-1.6	-2	-13	2.1	-4
O=C(O)c1ccc(N2C(=O)C3ON(c4ccccc4)C(c4ccccc4F)C3C2=O)cc1 (stereo not given)	-3	0.1	2	-5	6	-0.5	0	-5	?	-21
CCCCC(CCC(=O)Nc1ccc(C(=O)OC)cc1)C(=O)O (stereo not given)	9	-5.2	-5	4	6	-1.9	2	4	1.7	20
Cc1cccc(N2C(N)=NC(N)=NC23CCCCC3)c1	-2	-2.6	9	14	0	1.6	-12	0	0.0	0
O=S1(=O)C[C@@H]2N=C(N/N=C/c3ccccc3)S[C@@H]2C1	-15	-1.0	5	4	-3	nt	0	-4	0.2	-10
CCCCNC(=S)NNC(=O)c1nn(C)c(C)c1Cl	8	-3.4	-6	4	-6	nt	-1	9	2.2	-2
Cc1ccc(N2C(=O)CN(Cc3cccs3)C2=S)cc1C	-12	-2.9	4	-2	12	-2.5	-4	22	-6.1	-6
CC1CCCCN1C(=O)Nc1cccc(C(F)(F)F)c1 (stereo not given)	1	-2.3	2	-4	-8	nt	-1	24	1.3	-1
COc1cccc(/C=C2\SC(=S)N(CCCC(=O)N3CCOCC3)C2=O)c1	2	-2.0	10	nt	5	0.3	-5	nt	nt	-6
C=CCNC(=O)c1onc(CSc2ccccc2C)c1C(=O)O	1	-0.9	2	8	10	-6.6	2	20	6.5	9
O=C(COC(=O)c1ccccc1O)Nc1cc(S(=O)(=O)N2CCCCCC2)ccc1Cl	-15	-2.2	4	1	8	-0.3	-1	nt	0.9	-4
Cc1ccc(C(=O)Nc2nc(C)c(C(=O)N(C)C)s2)o1	0	-1.4	3	2	18	-0.2	-2	6	-1.4	7
O=C1NC(=S)NC1Cc1ccc(O)cc1 (stereo not given)	-26	-0.7	11	nt	-2	-4.0	4	nt	nt	-12
Cc1ccc(-c2cc3nc(-c4ccccc4)cc(N4CCOCC4)n3n2)cc1	-10	-0.5	17	nt	12	-2.6	15	18	nt	0
CC(C)(C)c1ccc(C(=O)N2CCN(c3ccc(N4CCOCC4)nn3)CC2)cc1	6	-1.0	7	-18	-36	0.3	19	nt	0.4	2
CCOC(=O)c1c(C)[nH]c(C)c1C(=O)COC(=O)/C=C/c1ccc(Cl)cc1	14	-8.4	-6	-1	3	nt	-3	-5	-2.5	-10
COc1ccccc1NC(=S)N(Cc1cccs1)C1CCCC1	5	-2.8	3	-6	-6	nt	0	21	-0.1	-2
COc1cccc(CC(=O)OC(C)C(=O)Nc2ncc(Cl)cc2Cl)c1 (stereo not given)	-3	0.1	2	-1	28	-0.3	9	nt	-1.9	-5
COc1ccc(C(CNC(=O)c2cccc(NS(=O)(=O)c3ccccc3)c2)N2CCCC2)cc1 (stereo not given)	0	-2.3	1	nt	-4	-1.3	2	nt	nt	4
CC(C)c1ccc(C2/C(=C(/O)c3ccc(F)cc3)C(=O)C(=O)N2CCCN2CCOCC2)cc1 (stereo not given)	-1	-1.4	28	-7	-4	3.4	-2	-23	3.8	?
C=CCNc1ncnc2ccccc12	5	-3.0	3	5	6	-1.8	0	34	-2.1	-7
COC(=O)Cn1cc(C(=O)C2CC2)c2ccccc21	11	2.1	-2	-9	9	-1.0	0	-10	-0.4	-2
COc1ccccc1-c1nnc(SCC(=O)c2c(N)n(C3CC3)c(=O)[nH]c2=O)n1C	4	0.0	4	-1	-3	-0.1	0	nt	1.2	-4
CCSc1nc2sc3c(c2c(=O)n1-c1ccc(OC)cc1)CCN(C)C3	7	-7.5	29	-17	-7	4.5	2	6	0.0	4
O=C(CSc1nc2ccccc2c(=O)n1-c1ccc(F)cc1F)NC1CCS(=O)(=O)C1 (stereo not given)	-2	-1.0	6	nt	-2	4.7	-1	nt	nt	-6
COC(=O)c1ccc2c(c1)C(=O)N(C1CCCCC1)C2=O	10	-0.8	1	-7	-2	-0.9	-2	11	-0.8	14
CCC(=O)OC1CC(C)N(C(=O)c2ccccc2)c2ccc(C)cc21 (stereo not given)	-6	-4.0	-4	3	9	-1.0	3	-6	-2.7	12
CCc1ccccc1Nc1nc(-c2cccnc2)cs1	-28	?	12	2	0	1.8	-3	5	1.3	?
CCOCCCNC(=O)C(Cc1ccccc1)NC(=O)c1ccco1 (stereo not given)	-3	-1.3	1	-3	-8	-1.0	4	-22	-0.4	4
O=C(NCc1cccnc1)c1cc(C2CCCN(S(=O)(=O)c3cccc4cccnc34)C2)on1 (stereo not given)	nt	-3.4	5	nt	-1	-1.5	0	nt	nt	7
COC(=O)CSc1nnc2cc(C)c3ccccc3n12	-6	0.4	20	-1	-12	0.0	7	4	-2.7	-16
CC1(Cc2ccccc2Cl)C(=O)Nc2c(Cl)cccc21 (stereo not given)	nt	-4.2	-6	nt	8	1.5	-3	nt	nt	-2
CCOc1ccc(NC(=O)C2CCC(CNc3c(N4CCOCC4)c(=O)c3=O)CC2)cc1 (stereo not given)	5	1.3	0	2	-1	0.0	0	15	1.6	-10
O=C(NC1CC1)C1CCN(S(=O)(=O)c2ccc(Cl)c([N+](=O)[O-])c2)CC1	-2	-1.7	6	-5	8	-0.6	-1	nt	-1.1	1

Among those listed so far, two contain a tert-butyl group.
SMILES	MazEF act	FadD28 FP inh	GDH-TPI inh	Rv3671c inh	CCHF vOTU inh	BioA inh	Mtb FBA inh	DUSP3 inh	UGM FP inh	BoNT-F LC inh
CCCC(=O)N1CCC1(C)C(=O)NS(=O)(=O)c1ccc(C(C)(C)C)cc1 (stereo not given)	nt	0.2	3	nt	0	-1.4	5	nt	nt	-4
CC(C)(C)c1ccc(C(=O)N2CCN(c3ccc(N4CCOCC4)nn3)CC2)cc1	6	-1.0	7	-18	-36	0.3	19	nt	0.4	2

A different layout for 4 compounds above:
SMILES,MazEF act,FadD28 FP inh,GDH-TPI inh,Rv3671c inh,CCHF vOTU inh,BioA inh,Mtb FBA inh,DUSP3 inh,UGM FP inh,BoNT-F LC inh
C=CCNc1ncnc2ccccc12,5,-3.0,3,5,6,-1.8,0,34,-2.1,-7
COc1ccccc1NC(=S)N(Cc1cccs1)C1CCCC1,5,-2.8,3,-6,-6,nt,0,21,-0.1,-2
COC(=O)c1ccc2c(c1)C(=O)N(C1CCCCC1)C2=O,10,-0.8,1,-7,-2,-0.9,-2,11,-0.8,14
CC(C)c1ccc(C2/C(=C(/O)c3ccc(F)cc3)C(=O)C(=O)N2CCCN2CCOCC2)cc1 (stereo not given),-1,-1.4,28,-7,-4,3.4,-2,-23,3.8,?

The results go on.
SMILES	MazEF act	FadD28 FP inh	GDH-TPI inh	Rv3671c inh	CCHF vOTU inh	BioA inh	Mtb FBA inh	DUSP3 inh	UGM FP inh	BoNT-F LC inh
Cc1cc2ccccn2c1C(=O)c1ccc([N+](=O)[O-])cc1[N+](=O)[O-]	-30	-0.8	0	0	2	0.1	1	12	-0.5	3
COc1ccc(N2CCN(C(=O)c3ccc(N4C(=O)NC5CC4(C)Oc4ccccc45)cc3)CC2)cc1 (stereo not given)	-1	-1.5	-2	-3	14	0.8	-5	14	5.3	-9
COCc1ccc(CN2CCCC(CO)(Cc3ccccc3)C2)o1 (stereo not given)	8	-1.3	0	3	-9	-0.3	0	-7	0.7	1
CC1=C(C(=O)N2CCCCC2)C(c2cccs2)NC(=O)N1 (stereo not given)	2	0.6	0	1	12	0.1	2	-1	-1.4	-1
CSc1ccccc1NC(=O)CN(C)C(=O)/C=C/c1ccccc1	-21	0.6	1	3	-13	0.9	0	nt	-0.3	2
CCOC(=O)C1=C(C)NC2=C(C(=O)CC(C)(C)C2)C1c1ccc(N(C)C)cc1 (stereo not given)	10	-3.4	3	-3	-16	nt	0	10	1.4	-7
CSc1nnc([C@@H](N)Cc2c[nH]c3ccccc23)o1	9	-2.5	7	-1	-9	-0.7	0	16	-2.4	0
O=C(O)c1cccc(S(=O)(=O)N2CCC(n3nnc4cc(C(F)(F)F)ccc43)CC2)c1	13	-0.7	-2	8	11	-1.5	2	2	4.5	-1
Cn1c2ccccc2c(=O)c2cc(C#Cc3ccsc3)ccc21	0	-4.5	-3	1	-4	-2.8	12	-10	-0.3	-4

Assay outcomes (PubChem BioAssay)
